# Screening data as filed in PubChem.
# Exocytosis inh – LAMP-1 surface exposure blockers, TALL-104 cells – cell-based, flow cytometry, MLPCN library, primary screen. hit rate 0.66% among 360,000. inhibition, % at 10 µM. AID 651702, 2012. TALL-104 LAMP-1 surface exposure; cells stimulated with thapsigargin and PMA;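 active = inhibition above about 55%, limit read from the data; inconclusive = no clear call, values can overlap the other calls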
# Peg3 prom inh – Peg3 promoter-driven luciferase inhibitors, primary screen, cell-based, HeLa, luciferase luminescence; HeLa PEG-Prom luciferase reporter, overnight; inhibition, % at 20 µM; hit rate 1.7% among 360,000; AID 588405, 2011;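 active = inhibition of at least 50% at 20 µM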
# NR2E3 ag-1 – NR2E3 agonists in two-hybrid cells, primary screen, cell-based, luminescence, CHO-S, Gal4-NCOR/VP16-NR2E3; AID 602229, 2012; luciferase; inhibition of corepressor binding, % at 3.98 µM; hit rate 0.35% among 360,000;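 active = inhibition above the mean of all tested compounds plus 3 SD, cut at about 70% in these data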;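 note: 0% = DMSO with NR2E3 transfected cells and 100% = cells lacking NR2E3 construct; higher means lower luciferase signal from less NR2E3 corepressor binding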
# Target sequence (Q9Y5X4 whole entry, looked up, the tested form may be a part): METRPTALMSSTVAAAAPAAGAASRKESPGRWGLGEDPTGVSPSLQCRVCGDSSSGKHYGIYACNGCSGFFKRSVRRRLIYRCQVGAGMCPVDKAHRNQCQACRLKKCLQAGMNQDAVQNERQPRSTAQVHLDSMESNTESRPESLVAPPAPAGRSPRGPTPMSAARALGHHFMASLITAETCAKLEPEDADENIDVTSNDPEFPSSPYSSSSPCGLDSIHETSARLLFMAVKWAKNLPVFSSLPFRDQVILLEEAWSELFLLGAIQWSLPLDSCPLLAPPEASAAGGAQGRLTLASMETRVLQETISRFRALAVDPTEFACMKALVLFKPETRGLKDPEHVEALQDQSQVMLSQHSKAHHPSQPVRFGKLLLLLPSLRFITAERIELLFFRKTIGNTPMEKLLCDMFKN
# aDG glyco up – activators of alpha-DG glycosylation, primary screen, uHTS, Pro5-aDG cells, AlphaScreen. alpha-DG glycosylation AlphaScreen (IIH6); 0% Pro5, 100% B10-LARGE cell signal. hit rate 0.22% among 360,000. AID 624168, 2012. activation, % at 10 µM;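 active = activation of at least 8% versus controls, or a plate z-score of at least 8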;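 note: Pro5 are CHO cells carrying HIG-tagged alpha-DG that lacks glycosylation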
# Vif imaging – HIV Vif self-association inhibitors, primary screen, imaging, HEK293T, single point; HEK293T cells, Vif self-association by quenched fluorescence, 24 h; inhibition, % at 7.49 µM; AID 602346, 2012; hit rate 0.35% among 340,000; in the data active = inhibition above about 50%, passing the limit was not always enough; inconclusive = no clear call, values can overlap the other calls; inactive = below about 31%; note: some results filed as inactive read as strong as hits
# PDI turbidity – inhibitors of human PDI, primary screen, biochemical, turbidity, single point, plate reader | Protein disulfide-isomerase (Homo sapiens), P07237 | PDI insulin aggregation turbidity, A650, 90 min | inhibition, % at 10 µM | hit rate 0.052% among 350,000 | AID 588391, 2011;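 active = mean inhibition across replicates of 30% or more, whatever share of single replicates reach that level; inconclusive = mean inhibition below 30% while every single replicate reaches 30%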;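 note: absorbance from insulin aggregation driven by PDI reduction with DTT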
# Target sequence (P07237 whole entry, looked up): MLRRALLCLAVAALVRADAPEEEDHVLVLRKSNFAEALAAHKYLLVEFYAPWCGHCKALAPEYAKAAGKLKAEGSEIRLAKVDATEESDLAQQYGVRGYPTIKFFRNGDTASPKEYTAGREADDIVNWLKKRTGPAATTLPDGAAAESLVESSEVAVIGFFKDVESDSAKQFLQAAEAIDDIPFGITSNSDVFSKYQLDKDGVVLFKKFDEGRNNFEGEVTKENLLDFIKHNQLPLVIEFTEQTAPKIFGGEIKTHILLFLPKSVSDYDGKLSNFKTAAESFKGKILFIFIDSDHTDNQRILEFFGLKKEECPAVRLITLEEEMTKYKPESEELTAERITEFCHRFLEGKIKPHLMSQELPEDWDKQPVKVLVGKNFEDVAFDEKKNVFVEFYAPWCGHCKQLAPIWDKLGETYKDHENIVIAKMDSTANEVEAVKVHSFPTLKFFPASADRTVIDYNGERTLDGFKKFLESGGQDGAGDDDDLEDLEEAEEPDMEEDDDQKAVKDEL
# CaV13 FRET inh – Primary screen for inhibitors of IQ motif and Ca2+-dependent inactivation inhibitor domain binding in CACNA1D, Förster resonance energy transfer in living cells, …; hit rate 0.098% among 340,000; HEK cells, CFP/YFP FRET ICDI-IQ, plate reader, 10 min; percent FRET-ratio fall versus neutral wells; inhibition, % at 12.3 µM;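 active = mean replicate inhibition of at least 30% and at least 1% of replicates passing that level; inconclusive = only one of the two criteria is met; inactive = neither criterion is met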;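 note: 0% = median of the neutral control wells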
# HIF-2a inh – HIF-2a reporter inhibitors, primary screen, luminescence, 786-0 RCC cells; inhibition, % at 18.8 µM; hit rate 0.72% among 360,000; 786-0 RCC cells HIF-2a reporter, luciferase luminescence, overnight;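 active = inhibition of the luminescence signal of 40% or more relative to plate controls, in a single-dose primary screen at 18.75 µM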
# NR2E3 ag-2 – inhibitors of NR2E3-RetCOR corepressor binding, primary screen, NR2E3 agonist project, biochemical, TR-FRET, GST-NR2E3, biotin-RetCOR | 1536-well | hit rate 0.12% among 320,000 | inhibition of corepressor binding, % at 4.78 µM | AID 2300, 2010 | Photoreceptor-specific nuclear receptor (Homo sapiens), Q9Y5X4;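 active = percent inhibition above the cutoff of mean plus 3 SD of all tested compounds, set per screening campaign, cut at about 20% in these data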;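 note: 0% = DMSO wells and 100% = biotin wells as full block of FRET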
#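 system = GST-tagged NR2E3 plus biotinylated RetCOR corepressor | input = 1.35 nM GST-NR2E3 | also added = 7 nM biotin-RetCOR | schedule = 5 h incubation at 4 °C | measured by = TR-FRET with europium anti-GST and streptavidin-D2, 340 nm excitation | read-out = percent loss of FRET ratio relative to control wells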
# iPSC survival up – enhancers of single-cell hiPSC survival, primary screen, ATPlite luminescence; 100% = ROCK inhibitor wells, 0% = DMSO; survival enhancement, % at 20 µM; hit rate 0.044% among 360,000; AID 602274, 2012; in the data active = survival enhancement above about 18%;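 note: cells exposed to compounds for 16 hours before the ATP read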
# MITF TRPM1 inh – inhibitors of MITF-dependent TRPM1 promoter reporter, primary screen, cell-based, SK-MEL-5, single point, luciferase. hit rate 0.83% among 330,000. SK-MEL-5 TRPM1 promoter luciferase, 24 h. inhibition, % at 12.5 µM;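 active = mean inhibition across replicates of 60% or more, whatever share of single replicates reaches that level; inconclusive = some that reach 60%, reason not given; inactive = mean inhibition across replicates below 60%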; note: values of inactives mirror those of a sister screen read the other way
# Active calls of the source: *; ? = inconclusive; · = no result given. Hits appear at their usual frequency, and some 3.5% of all compounds hit somewhere here.
# Fields – Exocytosis inh	Peg3 prom inh	NR2E3 ag-1	aDG glyco up	Vif imaging	PDI turbidity	CaV13 FRET inh	HIF-2a inh	NR2E3 ag-2	iPSC survival up	MITF TRPM1 inh
- O=[N+]([O-])c1ccccc1/C=N/NC1=NS(=O)(=O)c2ccccc21
 : -3	6	0	-0.1	-2	13	-7	-3	0	0.7	5
- COC(=O)c1ccccc1NC(=S)N(Cc1ccc2c(c1)OCO2)Cc1cc2cc(OC)ccc2[nH]c1=O
 : -1	23	-30	2.0	-4	0	-4	-1	2	1.1	1
- Cc1cccc(NC(=O)CN(C)S(=O)(=O)c2cnc[nH]2)c1
 : 0	-10	-1	0.0	·	-1	·	-4	3	3.3	-6
- CCOP(=O)(NC(c1ccccc1)c1nc2ccccc2[nH]c1=O)OCC (stereo unspecified)
 : -12	-4	10	0.0	-7	0	-17	-11	-3	5.1	-4
- CC(O)CN(C)CC/C=C1/c2ccccc2CSc2ccccc21 (stereo unspecified)
 : 1	-3	5	0.6	86*	0	-7	22	-5	0.2	-13
- CN(Cc1ccco1)C(=O)c1cccc(S(=O)(=O)N2CCN(Cc3ccccc3)CC2)c1
 : -1	11	-6	-0.4	5	-10	-10	10	·	-0.2	·
- CCN1C(=O)/C(=C\c2ccc(-c3ccc([N+](=O)[O-])cc3OC)o2)SC1=Nc1cccc(C(=O)O)c1
 : 4	6	-9	-0.1	14	3	-2	-15	·	1.9	-6
- Cc1nn(C)c(Cl)c1CN1CCN(CC(C)C)C(CCO)C1 (stereo unspecified)
 : 0	8	-3	-0.6	0	-5	-4	25	2	-0.4	-2
- O=C1c2ccccc2C(Nc2ccccc2)N1c1ccc(Cl)cn1 (stereo unspecified)
 : 1	-32	-114	-0.4	·	·	-3	-106	·	-2.9	-9
- Cc1c(C(=O)NCc2cccc(Cl)c2)sc(=O)n1Cc1cccc(F)c1
 : 3	2	7	6.8*	-1	6	5	-7	·	1.4	·
- Nc1nnc(Cc2ccc(F)cc2)s1
 : 1	-16	10	-0.2	38	-4	3	11	-5	-0.4	5
- Cc1sc(NC(=S)NC(=O)C2CCCCC2)c(C(N)=O)c1C
 : 1	-59	-24	-0.3	0	-3	-5	-21	-2	-1.3	-1
- Cc1nn(Cc2ccc(C(=O)NN)o2)c(C)c1Cl
 : 1	6	9	-0.1	-4	-2	-4	20	2	-0.4	16
- N/C(Cc1ccc([N+](=O)[O-])cc1)=N\OC(=O)COc1ccc2ccccc2c1
 : 1	-41	1	0.1	4	0	-9	-4	-2	0.4	0
- CCS(=O)(=O)CCSc1nc(C)cc(C)n1
 : -7	24	9	-0.1	?	-9	-4	14	-1	-2.9	9
- COc1ccc(-c2c(Sc3ccccc3)c3cc(-c4ccc(OC)c(F)c4)ccc3n2C)cc1
 : 0	·	8	-0.3	·	·	-6	9	·	-0.4	·
- Cc1ccc(S(=O)(=O)N(C)c2ccc(OC(=O)CN3C(=O)NC4(CCCC4)C3=O)cc2)cc1
 : -5	2	1	-0.4	-2	2	-5	0	-2	-0.4	-1
- COc1cc(CN2C(=S)NC(C)(C)CC2(C)O)cc(OC)c1 (stereo unspecified)
 : -6	14	15	0.1	0	-10	10	17	-2	4.3	4
- Cc1cc(OCC(=O)OCC(=O)c2ccc[nH]2)ccc1Cl
 : -3	7	-4	-0.1	11	-12	-7	3	·	-0.5	2
- Cc1ccc([N+](=O)[O-])cc1NC(=O)CN1CCCCC1
 : -2	-3	4	-0.1	-2	-11	0	13	0	-0.7	8

# Pulled one by one from above, two records:
# Fields – Exocytosis inh	Peg3 prom inh	NR2E3 ag-1	aDG glyco up	Vif imaging	PDI turbidity	CaV13 FRET inh	HIF-2a inh	NR2E3 ag-2	iPSC survival up	MITF TRPM1 inh
- Cc1ccc([N+](=O)[O-])cc1NC(=O)CN1CCCCC1
 : -2	-3	4	-0.1	-2	-11	0	13	0	-0.7	8
- COc1ccc(-c2c(Sc3ccccc3)c3cc(-c4ccc(OC)c(F)c4)ccc3n2C)cc1
 : 0	·	8	-0.3	·	·	-6	9	·	-0.4	·

# Later entries
# Fields – Exocytosis inh	Peg3 prom inh	NR2E3 ag-1	aDG glyco up	Vif imaging	PDI turbidity	CaV13 FRET inh	HIF-2a inh	NR2E3 ag-2	iPSC survival up	MITF TRPM1 inh
- O=C(Nc1ccc(Cl)cc1)N1CCC(CO)(Cc2ccccc2)CC1
 : -2	17	-46	1.0	-8	4	-5	-4	4	-1.4	6
- CC(C)[C@H](NC(=O)OCc1ccccc1)C(=O)OCC(=O)Nc1c(F)cccc1F
 : 0	16	5	-0.1	-3	13	-5	13	-1	1.0	8
- COc1cccc(C2=NOC(C(=O)NCc3cccs3)C2)c1 (stereo unspecified)
 : 11	-40	-209	-0.2	·	-7	-4	-163	2	1.2	12
- CCCCNC(=O)N1CCc2ccccc2C1
 : -6	-33	-3	-0.1	0	1	5	-25	0	-0.3	3
- O=S(=O)(Nc1ccccc1N1CCCCC1)c1cccs1
 : 4	11	-22	0.1	11	-1	-5	13	4	-0.6	1
- COCCCNC(=O)C(=O)N/N=C/c1ccc(OCC(=O)Nc2cccc(Cl)c2C)c(OC)c1
 : 2	-5	-13	0.1	-1	-10	-5	11	1	-0.6	1
- COc1ccc(C(=O)CSc2nnc(-c3cc4ccccc4cc3O)n2Cc2ccco2)cc1
 : 3	35	-5	0.4	-11	-4	-5	10	-4	-4.0	-4
- Cc1cc(/C=C(\C#N)C(=O)NC2CCCCCC2)c(C)[nH]1
 : -2	-83	-30	-0.3	-1	12	-20	-104	1	0.9	-42
- COCCN(C(=O)c1snc(C(N)=O)c1N)C(C(=O)NC1CCCCC1)c1ccc(N(C)C)cc1 (stereo unspecified)
 : 0	3	7	0.4	29	-24	-1	5	-2	-0.4	0
- COc1cccc2c1SCc1ccccc1C2CC(N)=O (stereo unspecified)
 : 4	11	-10	0.1	7	4	-5	10	2	-0.6	18
- COc1ccccc1NS(=O)(=O)c1cccc(C(=O)N2CCCC2)c1
 : -3	2	-3	-0.1	7	-3	-3	18	·	-0.2	1
- COc1ccc(NC(=O)c2ccco2)c(NC(=O)c2ccc([N+](=O)[O-])cc2)c1
 : -3	5	-22	-0.3	-4	-2	·	15	2	0.1	10
- Cc1cc(C)n(CCNC(=O)C2CCC(=O)N(Cc3ccc(Cl)cc3)C2)n1 (stereo unspecified)
 : 0	19	6	-0.3	-3	-2	-2	7	-1	-0.1	-4
- O=C(N/N=C\c1ccc[nH]1)c1cncc(Br)c1
 : -1	-10	0	0.5	5	1	-3	-15	-1	-0.4	-11
- N#Cc1nc(Cc2ccccc2)oc1N1CCC(Cc2ccccc2)CC1
 : 17	-12	-26	-0.2	-5	-2	·	-28	1	-1.3	-5
- Cc1ccc(C(=O)NCC(=O)OCC(=O)Nc2ccc(Cl)cc2C(F)(F)F)cc1C
 : -4	9	-2	-0.1	8	13	-5	13	-5	3.2	-7
- c1nc(NCc2ccc3c(c2)OCO3)c2cc(-c3ccc4c(c3)OCCO4)ccc2n1
 : -10	-12	-11	-0.2	2	11	-6	-6	·	-4.3	6
- CCCCn1c(CNC(=O)C23CC4CC(CC(C4)C2)C3)nnc1SCC(=O)Nc1nnc(C)s1
 : -3	1	-33	0.0	-6	·	12	8	-5	0.7	2
- Cc1ccc(N2CC(=O)N(c3ccc(C)cc3)CC2=O)cc1
 : -1	-4	-2	0.1	-4	-4	-4	11	-2	-0.4	7
- COc1cc(NC(=O)c2ccccc2)c(OC)cc1NC(=O)CN1CCN(c2ccccn2)CC1
 : 0	15	-49	0.2	-10	-1	0	-15	4	-0.6	-1

# Complete entries as entered above. Values in the order: Exocytosis inh	Peg3 prom inh	NR2E3 ag-1	aDG glyco up	Vif imaging	PDI turbidity	CaV13 FRET inh	HIF-2a inh	NR2E3 ag-2	iPSC survival up	MITF TRPM1 inh
# Results for `CCCCn1c(CNC(=O)C23CC4CC(CC(C4)C2)C3)nnc1SCC(=O)Nc1nnc(C)s1` = -3	1	-33	0.0	-6	·	12	8	-5	0.7	2
# Results for `O=C(N/N=C\c1ccc[nH]1)c1cncc(Br)c1` = -1	-10	0	0.5	5	1	-3	-15	-1	-0.4	-11
# Results for `N#Cc1nc(Cc2ccccc2)oc1N1CCC(Cc2ccccc2)CC1` = 17	-12	-26	-0.2	-5	-2	·	-28	1	-1.3	-5
# Results for `COc1cc(NC(=O)c2ccccc2)c(OC)cc1NC(=O)CN1CCN(c2ccccn2)CC1` = 0	15	-49	0.2	-10	-1	0	-15	4	-0.6	-1
# Results for `c1nc(NCc2ccc3c(c2)OCO3)c2cc(-c3ccc4c(c3)OCCO4)ccc2n1` = -10	-12	-11	-0.2	2	11	-6	-6	·	-4.3	6

# (next part)
# Fields – Exocytosis inh	Peg3 prom inh	NR2E3 ag-1	aDG glyco up	Vif imaging	PDI turbidity	CaV13 FRET inh	HIF-2a inh	NR2E3 ag-2	iPSC survival up	MITF TRPM1 inh
- COc1ccccc1-c1nnc2n1N=C(C)CS2
 : -1	-9	5	1.7	10	-3	-7	21	-2	-0.1	-2
- CCOC(=O)C1=C(CC)Nc2ccccc2N=C1NC(=O)Nc1ccccc1OC
 : 1	8	-7	0.3	·	-1	-5	16	4	2.1	-15
- Cc1cccc(C(=O)NCC(=O)N2CCN(S(=O)(=O)/C=C/c3ccccc3)CC2)c1
 : 2	-2	-5	0.2	-17	-2	-14	7	4	0.6	-1
- COc1cc(S(=O)(=O)N(Cc2ccc(C)cc2)Cc2ccco2)ccc1-n1cnnn1
 : -3	5	-7	0.1	-1	-3	-8	8	0	1.3	3
- O=C(c1cc([N+](=O)[O-])cc([N+](=O)[O-])c1)N1CCN(C(=O)c2ccco2)CC1
 : 3	6	-18	0.0	-7	-35	-3	-7	0	-0.7	8
- O=C(c1ccncc1)c1ccc(N2CCN(C3CC(=O)N(Cc4cccs4)C3=O)CC2)cc1 (stereo unspecified)
 : -2	7	-10	0.1	-10	6	-2	2	-1	-0.3	11
- Nc1ccc(S(=O)(=O)c2ccc(N3CCOCC3)c(N)c2)cc1
 : -10	7	11	-0.2	-8	-3	-12	4	·	2.8	·
- CCSc1nccc(-c2nn(-c3ccc(C)cc3)ccc2=O)n1
 : 0	40	-128	-0.4	·	-1	-5	15	-1	-2.1	2
